Compound activity from PubChem.
CHO parental Ca = ATP-evoked calcium signal inhibitors, parental CHO, primary screen, counter-screen for OX1R antagonist project, cell-based, fluorescence, Fluo-8 calcium dye | parental CHO-K1, ATP-induced calcium, Fluo-8 fluorescence | inhibition, % at 5.6 µM | 330,000 compounds, 0.63% hits;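 active = inhibition above that plate's mean sample inhibition plus 3 SD, cut at about 26% in these data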;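 also: 0% = ATP-challenged DMSO wells and 100% = DMSO wells without ATP; some compounds past the cut are filed as inactive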
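Material: Parental CHO cells | Reagent: ATP | Compound dosing: Single nominal dose of 5.6 µM per compound | Detection: Intracellular calcium via Fluo-8 no-wash fluorescent dye | Read-out: % inhibition of ATP-induced calcium mobilization | Benchmarks: Low control ATP plus DMSO, high control DMSO only | Replicates: Singlicate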
GPR7 antagonist = GPR7 receptor antagonists, primary screen, cell-based, fluorescence, single concentration | Neuropeptides B/W receptor type 1 (Homo sapiens), P48145 | GPR7-expressing cells, fluorescence antagonist assay | inhibition, % at 4.4 µM | 290,000 compounds, 1.1% hits; in the data active = inhibition above about 16%, passing the limit was not always enough;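 also: cells stimulated with the agonist NPW; 0% = agonist with vehicle and 100% = vehicle without agonist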
Target sequence (P48145 whole entry, looked up): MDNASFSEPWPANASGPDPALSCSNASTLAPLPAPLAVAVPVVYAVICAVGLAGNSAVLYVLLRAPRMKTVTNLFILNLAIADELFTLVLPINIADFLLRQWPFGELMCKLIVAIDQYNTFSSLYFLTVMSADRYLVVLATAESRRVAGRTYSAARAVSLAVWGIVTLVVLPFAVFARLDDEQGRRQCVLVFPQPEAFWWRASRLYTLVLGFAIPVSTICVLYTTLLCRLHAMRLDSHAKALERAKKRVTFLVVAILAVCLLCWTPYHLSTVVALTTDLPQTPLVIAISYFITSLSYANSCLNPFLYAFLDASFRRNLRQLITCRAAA
M1 ag parental = counter-screen for M1 agonists: effect in parental CHO-K1 cells. activation, % at 3 µM. Fluo-8 calcium fluorescence; scaled to maximal ATP response, vehicle zero. 360,000 compounds, 0.48% hits; in the data active = activation above about 15%;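 also: untransfected CHO-K1 host cells lacking M1 receptor as counterscreen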
CHO-K1 Ca antag = M1 antagonist counterscreen hit in parental CHO-K1 cells. ATP-induced calcium, Fluo-8 fluorescence. inhibition, % at 3 µM. 360,000 compounds, 0.6% hits. AID 602250;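 active = inhibition above a per-plate cutoff, the plate's mean sample inhibition plus 3 SD, cut at about 24% in these data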;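 also: 0% = DMSO plus EC80 ATP and 100% = DMSO alone without ATP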
OXTR potentiator = human OXTR potentiators, primary screen, fluorescence, CHO-OTR cells, Fluo-8 calcium. Fluo-8 calcium fluorescence, potentiator mode; 0% = oxytocin EC15, 100% = EC100. activation, % at 3 µM. 320,000 compounds, 0.061% hits. AID 2445, 2010;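 active = activation above that plate's cutoff, the mean activation of tested compounds plus 3 SD, cut at about 6.6% in these data, passing the limit was not always enough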;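 also: 100% uses oxytocin at 75 nM as the full agonist control; some results filed as inactive read as strong as hits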
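System: human OTR in CHO cells; Also added: sub-maximal oxytocin, roughly EC15; Timing: compound 6 min at room temperature before oxytocin, 100 s read; Technique: Fluo-8 intracellular calcium fluorescence, ex 470-495, em 515-575 nm; Controls: oxytocin EC15 low and EC100 high; Replication: singlicate.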
TAAR1 antagonist = human TAAR1 antagonists, primary screen, Fluo-8 calcium fluorescence, CHO RD-HGA16 cells | inhibition, % at 3 µM | antagonist | AID 624466, 2012 | Trace amine-associated receptor 1 (Homo sapiens), Q96RJ0 | 360,000 compounds, 1.5% hits;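 active = inhibition above a per-plate cutoff, the mean inhibition of test compounds on that plate plus 3 SD, cut at about 49% in these data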;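 also: 0% = DMSO plus EC80 beta-PEA response and 100% = DMSO alone without agonist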
Target sequence (Q96RJ0 whole entry, looked up): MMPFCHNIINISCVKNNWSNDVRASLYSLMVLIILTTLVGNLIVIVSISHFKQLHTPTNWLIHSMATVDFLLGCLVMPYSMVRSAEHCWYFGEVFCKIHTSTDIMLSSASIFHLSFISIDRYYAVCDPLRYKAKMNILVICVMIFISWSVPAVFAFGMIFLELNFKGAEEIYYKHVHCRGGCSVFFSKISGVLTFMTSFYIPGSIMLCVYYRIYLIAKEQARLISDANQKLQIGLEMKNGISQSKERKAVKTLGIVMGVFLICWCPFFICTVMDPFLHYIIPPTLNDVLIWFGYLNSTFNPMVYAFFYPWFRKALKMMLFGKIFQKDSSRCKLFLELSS
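Test system: RD-HGA16 CHO cells with stable hTAAR1 and Gα16 / Probe or stimulus: EC80 β-phenethylamine stimulus / Times: seeding 17-24 h prior, 75-min 37 °C, 30-min RT dye loading / Detection: Fluo-8 calcium-sensitive fluorescence / Read-out basis: % inhibition scaled between DMSO and EC80 PEA controls / Repeats: singlicate, one well per test compound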
V1R ag counter = agonists of human V1a receptor, primary screen, counter-screen for OXTR agonist project, fluorescence, CHO-V1R cells. Vasopressin V1a receptor (Homo sapiens), P37288. Fluo-8 calcium fluorescence, agonist mode; 0% DMSO, 100% 3 nM vasopressin. activation, % at 3 µM. 320,000 compounds, 0.25% hits. AID 2797, 2010;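 active = activation above the mean activation of all tested compounds plus 3 SD, per screening run, cut at about 20% in these data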;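 also: signal is peak over basal fluorescence ratio across a 100 second FLIPR read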
Target sequence (P37288 whole entry, looked up): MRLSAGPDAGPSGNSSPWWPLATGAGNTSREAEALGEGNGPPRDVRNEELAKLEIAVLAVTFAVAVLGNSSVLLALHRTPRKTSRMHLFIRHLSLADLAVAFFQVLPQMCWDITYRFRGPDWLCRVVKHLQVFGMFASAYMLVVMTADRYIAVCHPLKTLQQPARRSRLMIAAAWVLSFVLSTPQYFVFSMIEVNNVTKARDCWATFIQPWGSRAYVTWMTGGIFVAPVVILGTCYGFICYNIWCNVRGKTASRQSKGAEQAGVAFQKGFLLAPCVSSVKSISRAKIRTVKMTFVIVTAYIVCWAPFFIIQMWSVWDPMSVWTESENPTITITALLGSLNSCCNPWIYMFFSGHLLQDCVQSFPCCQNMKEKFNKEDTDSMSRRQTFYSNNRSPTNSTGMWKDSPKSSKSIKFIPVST
OXTR ag = human OXTR agonists, primary screen, fluorescence, CHO-OTR cells, Fluo-8 calcium; Fluo-8 calcium fluorescence; normalized: DMSO 0%, oxytocin 100%; activation, % at 3 µM; 320,000 compounds, 0.32% hits; AID 2435, 2010;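 active = activation above the mean of all tested compounds plus 3 SD, cutoff set per screening run, cut at about 20% in these data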;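 also: peak over basal fluorescence ratio from a 100 s FLIPR kinetic read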
M1 PAM parental = nonselective calcium activators in parental CHO-K1 cells, primary screen, counter-screen for M1 PAM project, cell-based, Fluo-8 calcium fluorescence, full deck, 1536-well. ATP EC20; 0% at ATP EC20, 100% at ATP max. AID 602247, 2012. 360,000 compounds, 0.02% hits. activation, % at 3 µM;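 active = activation above the run cutoff, the mean activation of all test compounds plus 3 SD, cut at about 40% in these data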;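 also: peak over basal fluorescence ratio in a 140 s read after ATP addition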
* hit, by the source's call.

`C[C@]12C(=O)N(c3ccc(F)cc3)C(=O)N1[C@H]1c3ccccc3OC[C@@H]1[C@H]2c1ccccc1` gave CHO parental Ca -14, M1 ag parental 2.6, CHO-K1 Ca antag -28, OXTR potentiator 4, TAAR1 antagonist 14, V1R ag counter 4.9, OXTR ag 0.5 and M1 PAM parental 44*.
Screening COC(=O)C1CN(C(=O)c2cccc(OC(F)F)c2)c2ccccc2O1 (stereo not drawn) returned CHO parental Ca -16, GPR7 antagonist -16, M1 ag parental 0.8, CHO-K1 Ca antag -13, OXTR potentiator -8, TAAR1 antagonist -8, V1R ag counter 1.8, OXTR ag 0.1 and M1 PAM parental -18.
For N=C1SC(c2ccccc2)C(=O)N1c1ncc(Cc2ccccc2Cl)s1 (stereo not drawn) the results were CHO parental Ca -1, GPR7 antagonist -10, M1 ag parental 0.0, CHO-K1 Ca antag 8, OXTR potentiator -1, TAAR1 antagonist 17, V1R ag counter -1.0, OXTR ag 0.0 and M1 PAM parental -9.
`COc1cccc2c1C(=O)C[C@]1(CCCC[C@@H]1C)O2` gave CHO parental Ca -6, M1 ag parental -0.7, CHO-K1 Ca antag -8, OXTR potentiator -7, TAAR1 antagonist -4, V1R ag counter -0.8, OXTR ag -2.0 and M1 PAM parental 7.
CC(OC(=O)CNC(=O)c1ccc2ccccc2c1)C(=O)NC1CCCCC1C (stereo not drawn) was read as CHO parental Ca -12, GPR7 antagonist -2, M1 ag parental 18*, CHO-K1 Ca antag 7, OXTR potentiator -7, TAAR1 antagonist -1, V1R ag counter 8.2, OXTR ag 3.1 and M1 PAM parental 16.
CCN1CCN(CCCCSc2ccccc2)CC1 was read as CHO parental Ca -7, GPR7 antagonist 1, OXTR potentiator -1, V1R ag counter 1.4 and OXTR ag 0.4.
O=C(CN1CCCCCCC1)N/N=C/c1ccc(F)cc1F was read as CHO parental Ca -5, GPR7 antagonist -8, M1 ag parental 0.7, CHO-K1 Ca antag -13, OXTR potentiator -5, TAAR1 antagonist 8, V1R ag counter 0.0, OXTR ag -0.8 and M1 PAM parental 30.
`CC(C)C(=O)Nc1ccc(-c2nc3cccnc3o2)cc1` gave CHO parental Ca -2, GPR7 antagonist 22, M1 ag parental 0.4, CHO-K1 Ca antag 18, OXTR potentiator -6, TAAR1 antagonist 1, V1R ag counter 4.5, OXTR ag 0.2 and M1 PAM parental -9.
For Cc1c(C(=O)NCc2ccc3c(c2)OCO3)oc2ccc(S(=O)(=O)N3CCCC3)cc12 the results were CHO parental Ca -9, GPR7 antagonist -1, M1 ag parental 5.1, CHO-K1 Ca antag 3, OXTR potentiator -13, TAAR1 antagonist 34, V1R ag counter 3.8, OXTR ag 2.9 and M1 PAM parental 10.
CCCNc1c(NS(=O)(=O)c2ccc(NC(=O)CC)cc2)c(=O)oc2ccccc12 was read as CHO parental Ca -16, GPR7 antagonist -3, M1 ag parental 3.3, CHO-K1 Ca antag 1, OXTR potentiator -3, TAAR1 antagonist 8, V1R ag counter 2.4, OXTR ag 2.0 and M1 PAM parental 16.
For Cc1sc(NC(=O)c2ccco2)c(CN2CCN(c3ccccn3)CC2)c1C the results were CHO parental Ca -30, GPR7 antagonist 32*, M1 ag parental 0.5, CHO-K1 Ca antag 9, OXTR potentiator 2, V1R ag counter -1.8, OXTR ag -1.6 and M1 PAM parental 8.
Screening Cc1cc(C)nc(SCC(=O)N/N=C/c2cccn2-c2cccc(C(F)(F)F)c2)n1 returned CHO parental Ca -11, GPR7 antagonist 6, M1 ag parental 1.9, CHO-K1 Ca antag -4, OXTR potentiator -1, TAAR1 antagonist 1, V1R ag counter 0.1, OXTR ag 1.2 and M1 PAM parental 18.
For CCn1c(SCC(=O)NC2CC2)nnc1C(C)Oc1ccccc1 (stereo not drawn) the results were CHO parental Ca -14, GPR7 antagonist -5, M1 ag parental 0.4, CHO-K1 Ca antag 10, OXTR potentiator 1, TAAR1 antagonist -27, V1R ag counter -0.2, OXTR ag 0.2 and M1 PAM parental -24.
`Cn1cc(S(=O)(=O)N2CCCC2)cc1C(=O)NCCc1ccccc1` gave CHO parental Ca -12, GPR7 antagonist 1, M1 ag parental 0.3, CHO-K1 Ca antag 4, OXTR potentiator 1, TAAR1 antagonist -5, V1R ag counter 0.5, OXTR ag -0.4 and M1 PAM parental -5.
CCOc1ccc(CCNC(=O)COC(=O)C2CCN(c3ccc(C(F)(F)F)cn3)CC2)cc1OCC was read as CHO parental Ca 2, M1 ag parental 11, CHO-K1 Ca antag 2, OXTR potentiator -14, TAAR1 antagonist 7, V1R ag counter 8.2, OXTR ag 5.6 and M1 PAM parental -27.
Screening CSCCC(Nc1ncnc2ccc(Br)cc12)C(=O)O (stereo not drawn) returned CHO parental Ca 4, GPR7 antagonist -3, M1 ag parental 0.8, CHO-K1 Ca antag -11, OXTR potentiator -5, TAAR1 antagonist 3, V1R ag counter 0.7, OXTR ag 1.3 and M1 PAM parental 4.
`O=C(NC1CCCCC1)C1c2ccccc2OCC(=O)N1Cc1ccccn1` (stereo not drawn) gave M1 ag parental 0.7, CHO-K1 Ca antag -13, TAAR1 antagonist 9 and M1 PAM parental 16.
`Cn1c(=O)cc(OCCCC(=O)Nc2cccc(Cl)c2)c2ccccc21` gave M1 ag parental 0.8, CHO-K1 Ca antag 4, TAAR1 antagonist -43 and M1 PAM parental -7.
For Cc1cc(=O)n2[nH]c(C(F)(F)F)c(-c3ccccc3)c2n1 the results were CHO parental Ca 0, GPR7 antagonist 0, M1 ag parental 4.7, CHO-K1 Ca antag 6, OXTR potentiator -4, V1R ag counter 2.1, OXTR ag -0.1 and M1 PAM parental 1.
`CCN(CC)C(=O)COc1ccc(CC(=O)O)cc1OC` gave CHO parental Ca -1, GPR7 antagonist -13, M1 ag parental -0.5, CHO-K1 Ca antag 11, OXTR potentiator -13, TAAR1 antagonist 12, V1R ag counter 1.5, OXTR ag -0.7 and M1 PAM parental -1.

Structural class: the entries above with four or more nitrogen atoms (three)
For Cc1sc(NC(=O)c2ccco2)c(CN2CCN(c3ccccn3)CC2)c1C the results were CHO parental Ca -30, GPR7 antagonist 32*, M1 ag parental 0.5, CHO-K1 Ca antag 9, OXTR potentiator 2, V1R ag counter -1.8, OXTR ag -1.6 and M1 PAM parental 8.
Screening Cc1cc(C)nc(SCC(=O)N/N=C/c2cccn2-c2cccc(C(F)(F)F)c2)n1 returned CHO parental Ca -11, GPR7 antagonist 6, M1 ag parental 1.9, CHO-K1 Ca antag -4, OXTR potentiator -1, TAAR1 antagonist 1, V1R ag counter 0.1, OXTR ag 1.2 and M1 PAM parental 18.
For CCn1c(SCC(=O)NC2CC2)nnc1C(C)Oc1ccccc1 (stereo not drawn) the results were CHO parental Ca -14, GPR7 antagonist -5, M1 ag parental 0.4, CHO-K1 Ca antag 10, OXTR potentiator 1, TAAR1 antagonist -27, V1R ag counter -0.2, OXTR ag 0.2 and M1 PAM parental -24.

Next section:
For CCOC(=O)N1CCN(c2nnc(-c3ccccc3)c3ccccc23)CC1 the results were CHO parental Ca -12, GPR7 antagonist 4, M1 ag parental 1.2, CHO-K1 Ca antag -7, OXTR potentiator -15, TAAR1 antagonist 17, V1R ag counter 2.9, OXTR ag -2.1 and M1 PAM parental 9.
Screening CC1=NN(C(=O)CCc2ccccc2)C(O)(c2ccncc2)C1 (stereo not drawn) returned CHO parental Ca -7, GPR7 antagonist -8, M1 ag parental -0.4, CHO-K1 Ca antag -8, OXTR potentiator -2, TAAR1 antagonist 12, V1R ag counter 0.3, OXTR ag 0.2 and M1 PAM parental 10.
Cc1csc(NC(=O)c2ccc(C)o2)n1 was read as CHO parental Ca -10, GPR7 antagonist 3, M1 ag parental 0.2, CHO-K1 Ca antag -2, OXTR potentiator -4, TAAR1 antagonist -4, V1R ag counter 0.6, OXTR ag 0.1 and M1 PAM parental -5.
`Cc1cccc(-c2noc(CN(C)C(=O)c3ccc4c(c3)OCO4)n2)c1` gave CHO parental Ca -5, GPR7 antagonist 2, M1 ag parental 5.1, CHO-K1 Ca antag -11, OXTR potentiator -13, TAAR1 antagonist -11, V1R ag counter 7.3, OXTR ag 5.6 and M1 PAM parental 11.
For COc1cc(CNC(=O)Nc2nnc([C@H]3C[C@H](O)[C@@H](CO)O3)s2)cc(OC)c1OC the results were M1 ag parental 0.5, CHO-K1 Ca antag -9, TAAR1 antagonist -19 and M1 PAM parental 9.
C[C@H](O)[C@@H]1C(=O)N2CCc3ccc(N4CCOCC4)cc3[C@@H]2C[C@@H]1N(C)C(=O)Nc1ccccc1 was read as M1 ag parental 0.8, CHO-K1 Ca antag -9, TAAR1 antagonist -10 and M1 PAM parental 18.
`COc1ccc(CN2CCN(Cc3ccc(CO)o3)CC2CCO)cc1C` (stereo not drawn) gave CHO parental Ca -5, GPR7 antagonist 5, M1 ag parental 0.2, CHO-K1 Ca antag -6, OXTR potentiator -4, TAAR1 antagonist -40, V1R ag counter 0.3, OXTR ag 0.0 and M1 PAM parental 11.
Screening CC(=O)Nc1ccc(NC(=O)Cc2ccc(S(=O)(=O)N3CCCCC3)s2)cc1 returned CHO parental Ca -12, GPR7 antagonist 6, M1 ag parental 0.6, CHO-K1 Ca antag -3, OXTR potentiator -12, TAAR1 antagonist -14, V1R ag counter 0.8, OXTR ag 0.5 and M1 PAM parental 7.
For O=C(O)c1ccc(CNC(=O)C2CCN(S(=O)(=O)c3cccs3)CC2)cc1 the results were M1 ag parental 0.3, CHO-K1 Ca antag -9, TAAR1 antagonist 0 and M1 PAM parental 4.
Screening CC12CCC(=O)N1C(C(=O)Nc1nc(-c3ccccc3Cl)cs1)CS2 (stereo not drawn) returned CHO parental Ca -16, M1 ag parental 0.3, CHO-K1 Ca antag -2, OXTR potentiator -6, TAAR1 antagonist 5, V1R ag counter 1.3, OXTR ag -0.5 and M1 PAM parental -17.
Cc1nc2ccccc2c(=O)n1/N=C/c1ccc([N+](=O)[O-])o1 was read as CHO parental Ca 1, GPR7 antagonist -3, OXTR potentiator -6, V1R ag counter -0.4 and OXTR ag -0.4.
`Nc1c(C(=O)N/N=C/c2ccc(Cl)cc2)cnn1-c1ccccc1` gave CHO parental Ca -18, GPR7 antagonist -6, M1 ag parental 0.5, CHO-K1 Ca antag -4, OXTR potentiator -9, TAAR1 antagonist -23, V1R ag counter 0.9, OXTR ag -0.6 and M1 PAM parental 3.
